# MBNL1-CUG inh: qHTS Assay for Inhibitors of MBNL1-poly(CUG) RNA binding. Muscleblind-like protein 1 (Homo sapiens), Q9NR56. TR-FRET MBNL1-His/biotin-(CUG)12 binding, 665/545 ratio. Potency, µM (highest dose often 57.5 µM), without a hit: at the highest dose activity change, negative = inhibition, most hits filed as inhibitors. actives 0.036% (n = 280,000). AID 2675, 2010; active = well fitted inhibition curve with a large enough effect in the signal ratio, with a control signal flat, not every such curve was filed as active; inconclusive = small, poorly fitted or top-dose-only effect, or effect the other way, or a change in a side signal; inactive = no such curve, though single readings can be large or run the other way; the % refers to the signal ratio; note: potency is the fitted concentration of half-maximal effect; % is set by controls: 0 for no effect and ±100 for the full control effect
# Target sequence (Q9NR56 whole entry, looked up): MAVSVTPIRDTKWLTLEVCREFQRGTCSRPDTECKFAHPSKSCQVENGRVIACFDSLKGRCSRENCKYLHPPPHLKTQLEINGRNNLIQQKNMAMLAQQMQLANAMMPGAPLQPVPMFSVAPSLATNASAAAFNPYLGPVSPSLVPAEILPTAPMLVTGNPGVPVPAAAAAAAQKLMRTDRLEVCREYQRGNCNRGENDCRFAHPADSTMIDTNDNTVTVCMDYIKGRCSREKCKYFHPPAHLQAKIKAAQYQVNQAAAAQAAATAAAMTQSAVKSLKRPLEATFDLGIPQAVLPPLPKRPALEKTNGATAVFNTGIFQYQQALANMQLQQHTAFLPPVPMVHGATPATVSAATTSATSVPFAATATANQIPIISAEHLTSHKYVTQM
#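 Ratiometric TR-FRET (665 over 545 nm, excitation 340 nm) tracks disruption of MBNL1-His/biotin-(CUG)12 complex after 60 min at room temperature, with compounds at 92 nM to 58 uM final.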
# A-T KAP1 phos: qHTS Assay for Identifying a Potential Treatment of Ataxia-Telangiectasia; […] A-T fibroblasts, KAP-1 phosphorylation AlphaLISA; neocarzinostatin DNA damage 30 min before lysis; actives 0.19% (n = 320,000); AID 485349, 2010; Potency, µM (titrated, usually from 57.5 µM), for the others: top-dose activation, hits mostly activators; note: potency is the fitted concentration of half-maximal effect; % of control where 0% means no effect; nearly all actives have a fitted effect of over 45% in size
#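 hTERT-immortalized A-T patient fibroblasts ([…]), 500 cells/well in OPTI-MEM, 1% FBS, got compounds for 60 min, then NCS for 30 min at 37C. Lysates were then assayed for phospho-KAP-1 by AlphaLISA (anti-pKAP1 donor, anti-KAP1 acceptor beads), 6 hr at 25C.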
# PTAP TSG101 blk: qHTS Assay for Iinhibitors of HIV-1 Budding by Blocking the Interaction of PTAP/TSG101; Tumor susceptibility gene 101 protein (Homo sapiens), Q99816; Fluorescence polarization, FITC-PTAP peptide / Tsg101 binding; Potency, µM (top dose mostly 115 µM), inactives show at the top dose activity change, negative = inhibition, actives largely listed as inhibitors; 340,000 tested, under 10 active; active = well fitted inhibition curve with a large enough effect in the main read-out, with a control signal flat, not every such curve was filed as active; inconclusive = small, poorly fitted or top-dose-only effect, or effect the other way, or a change in a side signal; inactive = no such curve, though single readings can be large or run the other way; note: potency is the fitted concentration of half-maximal effect; % of control where 0% means no effect
#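 FP read-out: FITC-PTAP peptide, 50 nM final, binding Tsg101 binding domain, 10 uM final; 20 min, r.t.; 10 mM HEPES pH 7.5, 0.15 M NaCl, 0.01% Tween 20, 3 mM EDTA, 0.1 mM TCEP.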
# Mito fusion yeast: qHTS Assay for Small Molecule Inhibitors of Mitochondrial Division or Activators of Mitochondrial Fusion | S. cerevisiae fusion-defective mutant growth rescue, CellTiterGlo 48 h | Potency, µM (top dose mostly 46.1 µM), without a hit: at the highest dose growth rescue (activation), hits mostly activators | actives 0.23% (n = 320,000) | AID 485298, 2010;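 note: potency is the fitted concentration of half-maximal effect; % of control where 0% means no effect; nearly all actives have a fitted effect of over 45% in size; temperature-sensitive fusion mutants such as fzo1-1 at 37 °C on non-fermentable ethanol glycerol medium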
#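 Read-out: ATP-based luminescence (CellTiterGlo, 10 min ambient) reporting growth of fusion-defective ts yeast after 48 hours at 37C on glycerol/ethanol YPEG medium in the presence of compound.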
# Menin-MLL TR inh: qHTS Assay for Inhibitors Targeting the Menin-MLL Interaction in MLL Related Leukemias: Competition With Texas Red Labeled MLL-derived Mutant Peptide; O00255; Menin + Texas Red MLL mutant peptide, fluorescence polarization; Potency, µM (series often up to 61.6 µM), for the others: at the top dose FP activity change, negative = inhibition, usual class: inhibitors; actives 0.23% (n = 270,000); AID 1768, 2009; active = well fitted inhibition curve with a large enough effect in the polarisation, with a control signal flat, not every such curve was filed as active; inconclusive = small, poorly fitted or top-dose-only effect, or effect the other way, or a change in a side signal; inactive = no such curve, though single readings can be large or run the other way; the % refers to the polarisation; note: potency is the fitted concentration of half-maximal effect; % of control where 0% means no effect; many of its hits are not listed in these tables
# TCR activator: Activators of T cell receptors: qHTS campaign; primary human leukocytes, anti-CD3, IL-2 HTRF, 48 h; Potency, µM (highest dose often 9.22 µM), inactives show at the highest dose activation of IL-2 secretion, most hits filed as activators; 330,000 tested, under 10 active; AID 504894, 2011; note: % of control where 0% means no effect
#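 Activity was scored as IL-2 release from primary human leukocytes given only a TCR signal (a-CD3 beads) plus compound for 48 hr. Detection used a two-antibody HTRF format read at 665nm.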
# CXXC DNA block: qHTS Fluorescence Polarization Assay for Inhibitors of MLL CXXC domain - DNA interaction. Potency, µM (series often up to 115 µM), for inactives: top-dose activity change, negative = inhibition, actives largely listed as inhibitors. Histone-lysine N-methyltransferase 2A (Homo sapiens), Q03164. MLL-CXXC / FITC-HOXA9 DNA fluorescence polarization. AID 2662, 2010. actives 0.037% (n = 290,000); active = well fitted inhibition curve with a large enough effect in the polarisation, with a control signal flat, not every such curve was filed as active; inconclusive = small, poorly fitted or top-dose-only effect, or effect the other way, or a change in a side signal; inactive = no such curve, though single readings can be large or run the other way; the % refers to the polarisation; note: potency is the fitted concentration of half-maximal effect
#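 Fluorescence polarization: 7 uM MLL-CXXC (stock) preincubated 5 min with compounds, then 50 nM fluorescein-HOX-A9 DNA (stock) added; 30 min ambient. Buffer 50 mM Tris-HCl pH 7.5, 50 mM NaCl, 1 mM DTT, 0.05% BSA.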
# S-ASM inh: Inhibitors of Secretory Acid Sphingomyelinase (S-ASM): qHTS; placental ASM, HMU-PC fluorogenic substrate, 60 min; Potency, µM (titrated, usually from 57.5 µM), inactives show at the highest dose activity change, negative = inhibition, usual class: inhibitors; actives 0.006% (n = 340,000); AID 504937, 2011; note: potency is the fitted concentration of half-maximal effect
# Target sequence (P17405 47-631 limits assumed): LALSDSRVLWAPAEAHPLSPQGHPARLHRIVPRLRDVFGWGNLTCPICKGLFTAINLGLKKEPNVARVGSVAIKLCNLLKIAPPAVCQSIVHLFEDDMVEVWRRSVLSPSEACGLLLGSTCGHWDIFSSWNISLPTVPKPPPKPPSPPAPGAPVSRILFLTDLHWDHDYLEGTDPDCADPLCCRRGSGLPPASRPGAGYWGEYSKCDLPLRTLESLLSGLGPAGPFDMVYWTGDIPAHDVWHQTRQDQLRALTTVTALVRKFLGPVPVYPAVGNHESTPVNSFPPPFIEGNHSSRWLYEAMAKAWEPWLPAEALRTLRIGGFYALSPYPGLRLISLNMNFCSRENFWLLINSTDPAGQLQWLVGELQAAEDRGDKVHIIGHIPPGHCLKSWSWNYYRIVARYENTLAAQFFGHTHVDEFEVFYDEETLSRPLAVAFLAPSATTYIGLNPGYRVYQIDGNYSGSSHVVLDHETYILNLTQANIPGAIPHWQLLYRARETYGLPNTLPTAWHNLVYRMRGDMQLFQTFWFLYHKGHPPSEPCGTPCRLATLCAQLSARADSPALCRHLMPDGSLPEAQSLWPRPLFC
#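 Fluorescence read-out (Ex 386 nm, Em 447 nm) after stopping the reaction at pH 10. Enzyme: ASM from human placenta; substrate HMU-PC0, 9 uM final; 60 min, 37 °C. Compound preincubation 10 min, ambient temperature.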
# TSHR antagonist: Antagonists of the Thyroid Stimulating Hormone Receptor: HTS campaign; activity change, negative = inhibition, % at 11.5 µM; TSHR-expressing cells, TSH-stimulated cAMP HTRF, 2 h; hits give low values; actives 0.2% (n = 330,000); AID 504810, 2011;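 active = activity change below a set negative limit, meaning inhibition stronger than a set level, cut at about -70% in these data; inconclusive = activity change between two set negative limits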; note: % is set by controls: 0 for no effect and ±100 for the full control effect
#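 TSHR-expressing cells, 200/well, pre-treated with compound, then stimulated with EC80 TSH (4nM final) for 2 hours at 37 deg C. cAMP measured by competitive HTRF: anti-cAMP cryptate antibody in lysis buffer plus cAMP-d2, read after 30 minutes at room temperature.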
# a7 integrin act: qHTS for Activators of Integrin-Mediated Alleviation for Muscular Dystrophy; alpha7betagal myoblasts, beta-gal FDG fluorescence, 48 h; Potency, µM (top dose mostly 38.3 µM), for inactives: top-dose activation, most hits filed as activators; actives 0.064% (n = 350,000); AID 624291, 2012;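 note: potency is the fitted concentration of half-maximal effect; 100% = response of the positive control SU9516; nearly all actives have a fitted effect of over 60% in size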
#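 Alpha7betagal+/- myoblasts (passage 13) were plated 16-24 hr, then exposed to compounds (1:260 dilution of DMSO stock) for 48 hours at 37C. After MPER lysis, β-galactosidase reporter activity was read as FDG fluorescence (ex 480/em 540) after 30 minutes.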
# An asterisk follows results filed as active; ? = inconclusive; . = not tested or not shown; [ ] = another dose, or the depositor's remark. Unless noted, calls come from the whole dose curve; as a rule, active = well fitted curve in the direction sought with a large enough effect; inconclusive = small, poorly fitted or top-dose-only effect, or another doubt; inactive = no such curve, though single readings can be large; an effect the other way counts as inactive or inconclusive. An excerpt (hit frequency here may not be typical).
SMILES,MBNL1-CUG inh,A-T KAP1 phos,PTAP TSG101 blk,Mito fusion yeast,Menin-MLL TR inh,TCR activator,CXXC DNA block,S-ASM inh,TSHR antagonist,a7 integrin act
O=C1Nc2ccccc2C(O)(C(=O)NC2CC2)N1c1ccc(Cl)c(Cl)c1 (stereo not drawn),-1%,1%,-7%,-4%,-3%,-1%,-7%,0%,6,-9%
CCOc1ccccc1NC(=O)C12CC3CC(C1)CC(c1ccc(C)cc1)(C3)C2,-6%,7%,1%,5%,2%,-7%,9%,-8%,6,-39%
COCCCNC1CS(=O)(=O)CC1O (stereo not drawn),20%,-15%,-3%,-12%,.,-2%,-4%,-1%,-4,-23%
COc1ccc(NC(=O)CN2CCN(CC(=O)Nc3ccc(F)cc3)CC2)cc1Cl,-5%,-17%,-7%,-5%,24%,-1%,?,2%,5,-14%
Cc1ccc(NC(=S)N(Cc2cccs2)Cc2cc3cccc(C)c3[nH]c2=O)cc1,-3%,4%,-2%,-1%,?,-4%[46.1 µM],7%,-7%,-6,21%
COc1cc(C(=O)NC2=NCCS2)cc(OC)c1OC,3%,-1%,-4%,-2%,-3%,-10%,-4%,4%,-1,-17%
O=C(Cc1ccc([N+](=O)[O-])cc1)NCc1ccccn1,?,17%,-2%,1%,-2%,.,?,1%,33,-8%
CN(C)c1ncnc2c1ncn2-c1ccccc1,.,.,-2%,.,.,-3%,.,3%,.,4%
O=C(/C=C/c1ccccc1Cl)NC(=S)Nc1ccccc1C(=O)NC1CCCCC1,-8%,4%,-10%,1%,?,-1%,-1%,0%,21,-26%
O=C(O)c1ccc(CSc2n[nH]c(-c3ccco3)n2)cc1,1%,0%,-6%,1%,3%,-2%,-11%,2%,0,18%
COc1ccc(-c2cc3cc(C(=O)O)ccn3c2C(=O)c2ccccc2)cc1,.,-1%,1%,10%,.,6%,0%,-17%,-22,?
CCCN1CCN(C(=O)c2oc3ccccc3c2NC(=O)C2CC2)CC1,-3%,-2%,-1%,-2%,6%,3%,-13%,4%,-5,0%
CCN(CC)CCCNC(=O)c1cn(CC)c2ccc(S(=O)(=O)N(C)C3CCCCC3)cc2c1=O,-6%,-1%,-13%,0%,-21%,-4%,-3%,-2%,4,?
COc1ccc(Br)cc1CNC(=O)CCNC(=O)Cn1ccc2ccccc2c1=O,-6%,-4%,0%,0%,-5%,3%,12%,1%,-2,-18%
COc1ccc(NC(=O)CSc2nnc(Cn3nnc4ccccc43)n2C)cc1,-5%,3%,-1%,0%,-1%,-6%,-2%,0%,-1,12%
Cn1c(N2CCCC2)nc2c1c(=O)n(Cc1ccc(Cl)cc1)c(=O)n2C,5%,0%,-8%,-4%,-13%,2%,13%,-10%,-4,5%
NC(=O)COc1ccc(-c2noc(COc3ccccc3[N+](=O)[O-])n2)cc1,0%,-1%,-1%,-13%,0%,4%,5%,0%,3,-6%
COc1ccc(C(=O)OCCN2CCOCC2)cc1OC,-4%,9%,-9%,1%,-2%,12%,-13%,0%,-9,2%
Cc1ccc(C)c(-c2[nH]ncc2CN2CCCC(CO)(Cc3ccccc3C)C2)c1 (stereo not drawn),-2%,10%,-1%,-2%,?,1%,-16%,2%,-11,-5%
Cc1ccc2oc(C(=O)N3CCN(c4cccc(C)n4)CC3)c(C)c2c1,-9%,2%,1%,4%,-2%,.,-5%,-3%,3,7%
COC(=O)c1sc(NC(=O)c2ccc(OC)cc2OC)nc1C,.,.,-2%,.,.,-5%,.,2%,.,10%
O=C1CC(c2ccccc2)CC(=NCCO)/C1=C(\O)CCCN1C(=O)c2ccccc2C1=O (stereo not drawn),17%,-3%,-3%,9%,-2%,-8%,3%,-3%,-1,0%
CCN(C(=O)COC(=O)c1cccnc1Nc1ccccc1F)C1CCS(=O)(=O)C1 (stereo not drawn),-16%,-1%,-1%,-15%,6%,2%[46.1 µM],2%,5%,15,21%
O=C(NNC(=O)C1CC1)c1cc2cc3ccccc3nc2s1,?,2%,-5%,-4%,5%,-10%,7%,0%,6,-6%
O=C(NCCCN1CCC(Cc2ccccc2)CC1)C1CCN(S(=O)(=O)N2CCC3(CC2)OCCO3)CC1,-9%,5%,-3%,1%,-11%,-7%,13%,2%,10,-36%

# Filtered by structure, the compounds so far containing a COOH group.
SMILES,MBNL1-CUG inh,A-T KAP1 phos,PTAP TSG101 blk,Mito fusion yeast,Menin-MLL TR inh,TCR activator,CXXC DNA block,S-ASM inh,TSHR antagonist,a7 integrin act
O=C(O)c1ccc(CSc2n[nH]c(-c3ccco3)n2)cc1,1%,0%,-6%,1%,3%,-2%,-11%,2%,0,18%
COc1ccc(-c2cc3cc(C(=O)O)ccn3c2C(=O)c2ccccc2)cc1,.,-1%,1%,10%,.,6%,0%,-17%,-22,?

# Reformatted with values under each structure: 3 of the compounds above
# Values in the order – MBNL1-CUG inh | A-T KAP1 phos | PTAP TSG101 blk | Mito fusion yeast | Menin-MLL TR inh | TCR activator | CXXC DNA block | S-ASM inh | TSHR antagonist | a7 integrin act
> O=C1Nc2ccccc2C(O)(C(=O)NC2CC2)N1c1ccc(Cl)c(Cl)c1 (stereo not drawn)
  -1% | 1% | -7% | -4% | -3% | -1% | -7% | 0% | 6 | -9%
> CCOc1ccccc1NC(=O)C12CC3CC(C1)CC(c1ccc(C)cc1)(C3)C2
  -6% | 7% | 1% | 5% | 2% | -7% | 9% | -8% | 6 | -39%
> COCCCNC1CS(=O)(=O)CC1O (stereo not drawn)
  20% | -15% | -3% | -12% | . | -2% | -4% | -1% | -4 | -23%

# Continuation.
SMILES,MBNL1-CUG inh,A-T KAP1 phos,PTAP TSG101 blk,Mito fusion yeast,Menin-MLL TR inh,TCR activator,CXXC DNA block,S-ASM inh,TSHR antagonist,a7 integrin act
COc1ccc(S(=O)(=O)Nc2nc3ccccc3nc2NCC2CCCO2)cc1 (stereo not drawn),16%,-4%,-1%,-1%,.,-1%,7%,35%[activator],3,9%
O=C(Nc1nnc(SCc2ccccc2F)s1)C1=COCCO1,-10%,-5%,-4%,1%,14%,-5%,9%,1%,-10,-2%
O=C(COC(=O)c1cccnc1Cl)NC(=O)NC1CCCCC1,.,-7%,-3%,.,.,4%[46.1 µM],.,1%,1,-11%
CCOC(=O)C(Sc1nnc(-c2ccncc2)o1)C(C)=O (stereo not drawn),10%,.,-6%,-2%,8%,-1%[46.1 µM],-1%,6%,5,-2%[7.66 µM]
O=C1NC(CCc2ccccc2)C(=O)N1Cc1ccccc1Cl (stereo not drawn),-2%,4%,0%,3%,-1%,5%[46.1 µM],1%,-2%,-13,0%
O=C(Nc1ccc(Cl)cc1)Nc1nnc(Cc2ccc([N+](=O)[O-])cc2)s1,1%,1%,-2%,-1%,?,-1%[46.1 µM],4%,4%,3,-18%
O=C(NCCc1ccccc1)C(=O)NCC1OCCN1S(=O)(=O)c1cc(F)ccc1F (stereo not drawn),-9%,7%,-4%,3%,-4%,-6%,.,-3%,2,17%
CCCCN(C(=O)c1ccc([N+](=O)[O-])s1)c1c(N)n(CCCC)c(=O)[nH]c1=O,.,4%,-2%,-7%,.,-9%,.,0%,8,25%
CCOC(=O)C1CCN(C(=O)c2sc3nc(C)nc(N4CCC(C)CC4)c3c2C)CC1,19%,2%,-5%,24%,?,5%[46.1 µM],0%,-5%,-27,-25%
CCOC(=O)c1[nH]cnc1C(=O)Nc1cccc(N)n1,3%,-11%,-2%,0%,-24%,-4%,5%,2%,5,-18%
CCOC(=O)C1=C(COC(=O)CNS(=O)(=O)c2ccc(C)cc2)NC(=O)NC1C (stereo not drawn),-4%,8%,-2%,0%,.,4%,13%,4%,-5,?

# Assay outcomes: PubChem, National Center for Advancing Translational Sciences (NCATS)
